# Bioassay records deposited in PubChem BioAssay by National Center for Advancing Translational Sciences (NCATS).
# Tb PGK inh – blocks T. brucei phosphoglycerate kinase; P07378; PGK/GAPDH coupled, Kinase-Glo luminescence, 60 min; Potency, µM (titrated, usually from 57.5 µM), for the others: at the top dose activity change, negative = inhibition, most hits filed as inhibitors; 0.043% of 380,000 active; note: potency is the fitted concentration of half-maximal effect; % is set by controls: 0 for no effect and ±100 for the full control effect; nearly all actives have a fitted effect of over 60% in size
#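 Luminescent ATP detection (Kinase-Glo Plus) follows a 60-minute room-temperature incubation, with wells lacking PGK as controls. Buffer: 100 mM TEA (pH 7.6), 5 mM MgCl2, 0.01% Tween-20. Coupling enzyme GAPDH (100 nM final) supplies unstable 1,3-BPG in-well.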
# BLM helicase inh – blocks DNA unwinding by human BLM helicase; P54132; recombinant BLM DNA unwinding, fluorescence dequenching; Potency, µM (highest dose often 56.1 µM), inactives show at the top dose activity change, negative = inhibition, hits mostly inhibitors; 0.2% of 350,000 active; AID 2528;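 note: potency is the fitted concentration of half-maximal effect; plate controls were vehicle for no effect and no enzyme for full effect; nearly all actives have a fitted effect of over 35% in size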
# APE1 inh – inhibitors of human APE1 endonuclease; P27695; recombinant APE1, TAMRA/BHQ-2 abasic DNA cleavage fluorescence; Potency, µM (doses to about 65.8 µM), without a hit: at the top dose activity change, negative = inhibition, actives largely listed as inhibitors; 0.35% of 350,000 active;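 note: potency is the fitted concentration of half-maximal effect; plate controls were vehicle for no effect and reference inhibitor for full effect; nearly all actives have a fitted effect of over 55% in size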
# Target sequence (P27695 whole entry, looked up): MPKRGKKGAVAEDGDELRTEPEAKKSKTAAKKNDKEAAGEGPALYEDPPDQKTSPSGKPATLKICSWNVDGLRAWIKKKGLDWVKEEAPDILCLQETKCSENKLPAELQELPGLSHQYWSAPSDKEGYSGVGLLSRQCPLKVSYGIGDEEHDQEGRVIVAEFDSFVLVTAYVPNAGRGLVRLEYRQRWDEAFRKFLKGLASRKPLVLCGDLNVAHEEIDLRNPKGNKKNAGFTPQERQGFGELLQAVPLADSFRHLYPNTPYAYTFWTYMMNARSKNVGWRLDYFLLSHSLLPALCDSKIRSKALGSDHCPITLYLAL
#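 Incision of a quenched TAMRA/BHQ-2 THF abasic-site duplex (50 nM) by 0.75 nM APE1, after 15 min compound preincubation, measured as fluorescence increase over three 60 s reads. Values normalized to buffer, DMSO and NSC13755 control wells.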
# POLH inh – inhibitors of human DNA polymerase eta | Q9Y253 | recombinant Pol eta, fluorescent DNA replication assay | Potency, µM (titrated, usually from 114 µM), for inactives: top-dose activity change, negative = inhibition, hits mostly inhibitors | 1.2% of 390,000 active; note: potency is the fitted concentration of half-maximal effect; % is set by controls: 0 for no effect and ±100 for the full control effect
#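 Pol eta (10 nM) was preincubated with compounds for 15 min at room temperature, after which fluorescent replication substrate (50 nM final) was added to start the reaction. Fluorescence was read kinetically at 0 and 10 min.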
# Pol kappa inh – DNA polymerase kappa (human) inhibition; Q9UBT6; purified Pol kappa, fluorescent DNA synthesis assay, 10 min; Potency, µM (top dose mostly 107 µM), inactives show top-dose activity, negative = inhibition, actives largely listed as inhibitors; 0.53% of 400,000 active; AID 588579; note: potency is the fitted concentration of half-maximal effect; % is set by controls: 0 for no effect and ±100 for the full control effect
#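 Inhibition of 10 nM Pol kappa is measured by a fluorescent read-out at 0 and 10 min following addition of 50 nM substrate (final), with a 15-min room-temperature compound preincubation.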
# Pol beta inh – inhibitors of human DNA polymerase beta; P06746; Pol beta primer extension/strand displacement, fluorescence kinetic; Potency, µM (series often up to 114 µM), without a hit: at the highest dose activity change, negative = inhibition, most hits filed as inhibitors; 1.3% of 340,000 active; AID 485314; note: potency is the fitted concentration of half-maximal effect; % is set by controls: 0 for no effect and ±100 for the full control effect
#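 Curves were derived by four-parameter Hill fits of normalized qHTS data. The kinetic fluorescent primer-extension read was taken at 0 and 10 min after 50 nM substrate, following a 15 min room-temperature preincubation of 10 nM enzyme with compounds.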
# POLI inh – inhibitors of human DNA polymerase iota | Q9UNA4 | Pol iota fluorescent replication assay, 10 min | Potency, µM (titrated, usually from 115 µM), for inactives: at the top dose activity, negative = inhibition, actives largely listed as inhibitors | 1% of 390,000 active | AID 588590; note: potency is the fitted concentration of half-maximal effect
#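 Fluorescent replication assay read twice, at 0 min and 10 min after adding 50 nM (final) substrate. Enzyme (10 nM) and compounds were first incubated 15 min at room temperature; enzyme-free buffer wells were negative controls.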
# Anesthetic bind – binds horse apoferritin like a general anesthetic; P02791; apoferritin/1-aminoanthracene competitive binding, fluorescence; Potency, µM (top dose mostly 77.5 µM), for the others: at the highest dose activity change, negative = displacement, most hits filed as inhibitors; 0.074% of 350,000 active; note: potency is the fitted concentration of half-maximal effect; % is set by controls: 0 for no effect and ±100 for the full control effect; nearly all actives have a fitted effect of over 20% in size
# Target sequence (P02791 2-175 limits assumed): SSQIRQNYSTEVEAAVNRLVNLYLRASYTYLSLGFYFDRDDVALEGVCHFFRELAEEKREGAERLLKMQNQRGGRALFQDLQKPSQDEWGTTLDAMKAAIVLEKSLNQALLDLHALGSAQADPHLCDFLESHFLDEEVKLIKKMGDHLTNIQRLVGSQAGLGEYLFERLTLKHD
#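 Apoferritin-based anesthetic binding model; compound displacement of fluorescent 1-AMA measured as endpoint fluorescence after 10 minutes at room temperature, scaled to free-ligand and complex controls.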
# RXFP1 antag – antagonists of human relaxin receptor RXFP1. Q9HBX9. HEK293-RXFP1, relaxin-stimulated cAMP HTRF, 30 min; hits give low values. activity change, negative = inhibition, % at 57.5 µM. 0.59% of 350,000 active;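 active = activity change of -60% or lower, but not beyond a set lower limit; inconclusive = change between -60% and -40%, or beyond the set limit; inactive = change above -40%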; note: % is set by controls: 0 for no effect and ±100 for the full control effect
# An asterisk follows results filed as active; i = inactive; ? = inconclusive; / = no result given; & = joins results of further samples; [ ] = another dose, or the depositor's remark. Unless noted, calls come from the whole dose curve; as a rule, active = well fitted curve in the direction sought with a large enough effect; inconclusive = small, poorly fitted or top-dose-only effect, or another doubt; inactive = no such curve, though single readings can be large; an effect the other way counts as inactive or inconclusive. A portion of the library; count on the stated rates, not on these rows.
SMILES,Tb PGK inh,BLM helicase inh,APE1 inh,POLH inh,Pol kappa inh,Pol beta inh,POLI inh,Anesthetic bind,RXFP1 antag
O=c1[nH]c2ccccc2nc1/C=C/c1ccc(F)cc1,i,-10%,-8%,-25%,-9%,15%,11%,1%,-9
COc1ccc(CNC(=S)NCc2ccc(F)cc2)cc1OC,-12%,-10%,7%,-6%,5%,27%,63%[activator],-3%,8
COc1cc(SC)ccc1C(=O)Nc1ccncc1,/,0%,7%,-16%,2%,0%,28%,-9%,-4
Cc1ccccc1OCC(=O)Nc1ccc([N+](=O)[O-])cc1,i,3%,2%,-15%,-2%,21%,-18%,-9%,-17
CCOCCCNC(=O)c1cn(CC)c2ccc(S(=O)(=O)N(C)C3CCCCC3)cc2c1=O,i,-3%,11%,-3%,0%,1%,6%,-25%,0
Cc1ccc(C)c(OCc2ccc(C(=O)NN)o2)c1,i,-10%,1%,0%,2%,-4%,23%,-16%,4
CCn1c(C)nc2cc(C(=O)N/N=C/c3ccccc3C)ccc21,2%,-1%,0%,-6%,0%,-2%,98%[activator],-9%,-13
CC(C(=O)N1c2ccccc2Sc2ccccc21)n1nnc(-c2cccs2)n1 (stereo not drawn),-6%,3%,?,-12%,-7%[60.1 µM],-2%,?,14%,18
COc1ccc(NC(=O)C2=C(C)C(=O)OC23CCC(C)CC3)cc1Cl (stereo not drawn),-1%,-4%,-7%,-3%,-25%,9%,-1%,?,-13
CCCC(=O)Nc1cccc(-c2cn3cccnc3n2)c1,4%&-9%,1%&-3%,-2%,-3%&-5%,-7%,7%&-5%,16%&-2%,39%&107%[activator],8&10
O=C(NC1CCCCCC1)c1c(O)nc2sccn2c1=O,i,/,10%,-6%,4%,/,14%,/,-22
CCOc1cc(-c2cc(-c3ccc(C)o3)nc(N)c2C#N)ccc1O,2%,-4%,-1%,-12%,-12%,3%,21%,146%[activator],-3
CC(NC(=O)[C@H](C)N1C(=O)N2CCc3c([nH]c4ccccc34)[C@@]2(C)C1=O)c1ccccc1 (stereo partly drawn),11%,-5%,-10%,-31%,-2%,4%,20%,-21%,/
Fc1cc(F)c2nc(Nc3nc4cc5c(cc4s3)OCO5)sc2c1,-7%,10µM*,9%,2.8µM*,?,?,?,60%[activator],7
COC(=O)COc1ccc(S(=O)(=O)N2CCc3ccccc3C2)cc1C,i,-12%,13%,-2%,-7%,5%,14%,72%[activator],-11
CNC(=S)Nc1cccc2[nH]ncc12,i,-1%,1%,9%,-6%,-19%,39%[activator],5%,-9
N#CC1(NC(=O)Cn2ncc(Cl)c(Cl)c2=O)CCCCC1,5%,/,23%,?,-13%,/,?,/,2
CCOc1ccc(C(=O)Nc2cc(OC)ccc2OC)cc1,/,0%,0%,-4%,-14%,10%,-6%,-14%,18
CCCN1C(=O)/C(=C/c2ccncc2)SC1=S,-2%,-5%,4%,-4%,-4%,-5%,13%,6%,1
CCOc1ccc(Br)cc1C1C(C(=O)OC)=C(C)NC2=C1C(=O)c1ccccc12 (stereo not drawn),2%,-9%,/,-6%,0%,4%,-6%,-3%,-4
COc1ccc(N2CC(C(=O)NC3CC(C)(C)NC(C)(C)C3)CC2=O)cc1 (stereo not drawn),-1%,-3%,9%,-3%,-3%,35%,39%[activator],-5%,/
Nc1ccc(-c2cc3ccccc3c(=O)o2)cc1,-1%,/,16%,-19%,-20%,/,-2%,/,/
Cc1oc2c(C)c(O)ccc2c(=O)c1-c1nncn1-c1ccccc1,-3%,-3%,-11%,2%,-5%,0%,-4%,1%,3
Cc1cccc2sc(N(Cc3cccnc3)C(=O)Cc3ccccc3)nc12,0%,-9%,/,-9%,-15%[60.1 µM],?,-12%,90%[activator],-1
COC(=O)c1sc(Nc2ccccc2)nc1C,-3%,-4%,5%,-9%,-9%[60.1 µM],7%,3%,?,-24
O=C(CCCCCBr)N1CCC(CC2CC(c3cccc(Br)c3)=NO2)(C(=O)NCC2CCCCC2)CC1 (stereo not drawn),-6%,-2%,29%,-17%,2%,12%,10%,-5%,/
C[C@H](CO)N1C[C@H](C)[C@@H](CN(C)S(=O)(=O)c2ccccc2)Oc2ccc(NC(=O)Cc3ccccc3)cc2C1=O,1%,/,-5%,-22%,-12%,/,3%,/,/
CCOc1ccccc1N1CC(C(=O)NCCc2ccc(S(N)(=O)=O)cc2)CC1=O (stereo not drawn),-9%,0%,-1%,?,11%,6%,1%,-16%,-8
Cc1ccc(NC(=O)c2cn(CCC#N)nc2-c2cccs2)c([N+](=O)[O-])c1,2%,-9%,3%,-28%,-1%,-2%,3%,?,-8
Cc1nc2oc3ccc(Cl)cc3c(=O)c2cc1C(=O)O,?,-3%,9%,-22%,-5%,23%,163%[activator],4%,-15
CC(=O)Nc1ccc(NC(=O)COC(=O)c2cc(S(=O)(=O)N(C)C)ccc2N2CCCC2)cc1,0%,/,2%,-1%,-13%,/,-7%,/,-3
Cc1sc2nc(SCC(=O)N3CCN(CCO)CC3)n(-c3ccccc3)c(=O)c2c1C,-9%,-2%,2%,-11%,-5%,3%,18%,-1%,2
COc1cc(C(=O)N(CCc2ccccc2)C2=CC3CCC(C2)N3C)cc(OC)c1OC (stereo not drawn),-10%,4%,8%,-22%,-2%,34%,2%,-7%,-6
Nc1ccc(N2CCCCC2)c2nonc12,?,22µM*,-3%,35µM*,-6%,9%,?,-11%,-2
Cc1c(NC(=O)C(C)OC(=O)c2cccc([N+](=O)[O-])c2)c(=O)n(-c2ccccc2)n1C (stereo not drawn),0%,0%,3%,-5%,-8%,78%,-4%,-7%,-2
O=C(CCC(=O)Nc1ccc(F)cc1)N/N=C/c1ccccc1O,-2%,-1%,8%,-21%,-3%,6%,118%[activator],-2%,-20

# Whole records, looked up by structure:
# Results for COC(=O)COc1ccc(S(=O)(=O)N2CCc3ccccc3C2)cc1C → Tb PGK inh = i; BLM helicase inh = -12%; APE1 inh = 13%; POLH inh = -2%; Pol kappa inh = -7%; Pol beta inh = 5%; POLI inh = 14%; Anesthetic bind = 72%[activator]; RXFP1 antag = -11
# Results for O=C(CCC(=O)Nc1ccc(F)cc1)N/N=C/c1ccccc1O → Tb PGK inh = -2%; BLM helicase inh = -1%; APE1 inh = 8%; POLH inh = -21%; Pol kappa inh = -3%; Pol beta inh = 6%; POLI inh = 118%[activator]; Anesthetic bind = -2%; RXFP1 antag = -20

# (further entries)
SMILES,Tb PGK inh,BLM helicase inh,APE1 inh,POLH inh,Pol kappa inh,Pol beta inh,POLI inh,Anesthetic bind,RXFP1 antag
Cn1nnc2cc(C(=O)N3CCN(c4ccccc4)CC3)ccc21,-5%,1%,-2%,-9%,11%,-3%,2%,2%,-1
CCOc1cc2[nH]c(=S)n(CC3CCCO3)c(=O)c2cc1OCC (stereo not drawn),-7%,-4%,1%,-4%,-4%,?,17%,-10%,9
CN1CCN(c2ccccc2NC(=O)c2cc3c(s2)-c2ccccc2OC3)CC1,-3%,4%,-9%,-13%,-2%,2%,-13%,-6%,-2
O=C(OCC1OC(n2ccc(=O)[nH]c2=O)C2OC12)c1ccccc1 (stereo not drawn),-1%,/,/,-2%,-2%,/,-6%,/,2
CCOC(=O)c1c(-c2ccccc2)oc2ccc(N(C(C)=O)S(=O)(=O)c3ccc(CC)cc3)cc12,i,-8%,/,-1%,4%,-4%,16%,-10%,-1
CC(C(=O)NC1CCCC1)N1CCN(Cc2ccccc2)CC1 (stereo not drawn),2%,0%,4%,-17%,2%,13%,20%,-2%,1
Cn1c(Cn2c(=O)sc3ccccc32)nnc1SCC(=O)NC1CCCCC1,5%,3%,-4%,-5%,-13%,7%,-10%,-4%,12
c1ccc(CNC2=NCCC2)nc1,-3%,0%,-4%,0%,-8%,1%,-12%,-2%,1
CCN(Cc1ccccc1)S(=O)(=O)c1ccc(C(=O)N2CCN(c3nc4ccccc4s3)CC2)cc1,4%,0%,3%,-8%,-2%,-8%,26%,-4%,-3
COc1ccc(CCNC(=S)N2CCN(S(=O)(=O)c3ccccc3)CC2)cc1,-5%,/,3%,-21%,-24%,/,8%,/,-8
CNC(=O)C1CCN(Cc2cc3ccccc3n2Cc2ccccc2C)CC1,-4%,3%,/,-21%,-4%[60.1 µM],1%,21%,-14%,-4
Cc1cc(C(=O)OCC(=O)N2C(C)CCCC2C)c2ccccc2n1 (stereo not drawn),-3%,/,26%,6%,-11%,/,?,/,-6
CN(C)S(=O)(=O)c1ccc(NC(=O)COc2ncnc3c2cnn3-c2ccccc2)cc1,7%,-5%,-7%,-19%,-8%,7%[57.1 µM],2%,?,1
CN1C(=O)C2(SCC(=O)N2c2cccc(C(F)(F)F)c2)c2ccccc21 (stereo not drawn),i,1%,/,-17%,3%,14%,33%[activator],?,/
COc1ccc(S(=O)(=O)N2CCN3CCCC3C2)cc1 (stereo not drawn),-2%,-1%,27%,-6%,3%,43%,16%,1%,6
CCOC(=O)CNC(=O)N1CCN(S(=O)(=O)c2ccc3c(ccn3C)c2)CC1,-1%,1%,/,-8%,-3%[60.1 µM],-4%,51%[activator],-4%,/
O=[N+]([O-])c1cc(Cl)ccc1N1CCN(c2cccc(C(F)(F)F)c2)CC1,-2%,-8%,-1%,-12%,-13%,1%[57.1 µM],3%,-1%,-4
CCC(=O)c1ccc(OCC(=O)OCC(=O)N2CCN(c3ccc(OC)cc3)CC2)cc1,3%,/,-7%,-4%,-8%,/,9%,/,-1
CN(c1ccccc1)c1nc(N2CCCC2)nc(-n2ccnc2)n1,-1%,-6%,-4%,-4%,-7%,1%,9%,-19%,-9
COc1ccc(NC(=O)CCOc2ccccc2C)cc1S(=O)(=O)N1CCCCC1,-7%,/,-3%,-8%,-9%,/,11%,/,9
COC(=O)c1c(NC(=O)CSc2nnnn2-c2ccccc2)sc2c1CCC(C(C)(C)C)C2 (stereo not drawn),i,8%,-4%,-20%,-10%,-28%,10%,?,-8
Cc1ccc(S(=O)(=O)NNC(=O)Cc2cccn2C)cc1,-7%,0%,7%,-4%,-1%,-1%,-7%,-6%,-4
